# CHT inh – inhibitors of human choline transporter CHT; High affinity choline transporter 1 (Homo sapiens), Q9GZV3; CHT-expressing cells, membrane potential dye, choline response; active compounds read low; B-score at 10 µM; 310,000 compounds, 0.86% hits; AID 488975, 2010;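 active means B-score over 3 SD under the library average, and starting fluorescence ratio not unusually high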;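 further: choline stimulus applied at its EC90 after an EC20 pre-addition; B-score computed on integrated fluorescence ratio after choline addition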
# Target sequence (Q9GZV3 whole entry, looked up): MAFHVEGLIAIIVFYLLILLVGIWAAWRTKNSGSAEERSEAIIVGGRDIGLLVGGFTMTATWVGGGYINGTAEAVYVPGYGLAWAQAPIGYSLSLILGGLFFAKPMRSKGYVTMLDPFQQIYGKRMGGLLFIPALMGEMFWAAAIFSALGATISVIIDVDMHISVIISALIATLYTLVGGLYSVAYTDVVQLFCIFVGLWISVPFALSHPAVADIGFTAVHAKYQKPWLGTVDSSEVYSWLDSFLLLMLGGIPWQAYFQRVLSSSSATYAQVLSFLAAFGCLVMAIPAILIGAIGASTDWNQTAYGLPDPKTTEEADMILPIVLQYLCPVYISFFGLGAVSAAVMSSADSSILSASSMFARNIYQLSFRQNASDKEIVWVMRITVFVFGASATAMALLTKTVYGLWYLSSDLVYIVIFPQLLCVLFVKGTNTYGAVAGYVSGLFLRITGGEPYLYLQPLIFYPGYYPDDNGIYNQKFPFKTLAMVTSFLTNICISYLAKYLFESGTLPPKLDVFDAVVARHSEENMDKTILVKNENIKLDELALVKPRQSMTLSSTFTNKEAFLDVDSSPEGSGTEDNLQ
# Kir21 inh – inhibitors of mouse Kir2.1 inward-rectifier potassium channel; HEK293-Kir2.1, FluxOR thallium flux fluorescence; active compounds read low; B-score at 10 µM; 310,000 compounds, 0.85% hits;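 active means fluorescence ratio B-score at or below minus 3 SD of library scores, with starting-brightness B-score within 2 SD, cut at about -4.2 in these data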;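 further: channel flux triggered by added potassium and thallium sulfate stimulus; B-score of peak minus minimum fluorescence over baseline after thallium stimulus; more negative B-score means stronger Kir2.1 block with less thallium influx; some compounds called inactive have numbers as strong as hits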
# Target sequence (P35561 whole entry, looked up): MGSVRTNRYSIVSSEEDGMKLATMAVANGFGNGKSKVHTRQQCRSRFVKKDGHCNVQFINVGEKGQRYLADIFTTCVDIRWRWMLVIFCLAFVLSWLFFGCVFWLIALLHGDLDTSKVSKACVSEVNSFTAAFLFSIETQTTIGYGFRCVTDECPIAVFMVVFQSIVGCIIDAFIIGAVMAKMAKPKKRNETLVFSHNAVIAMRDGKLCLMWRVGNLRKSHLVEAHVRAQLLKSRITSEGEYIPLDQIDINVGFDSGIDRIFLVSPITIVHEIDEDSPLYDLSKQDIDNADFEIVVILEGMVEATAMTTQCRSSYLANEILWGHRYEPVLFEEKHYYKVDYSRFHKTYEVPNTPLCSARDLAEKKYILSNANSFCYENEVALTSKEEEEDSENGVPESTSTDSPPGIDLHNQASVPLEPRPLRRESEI
# An asterisk follows results filed as active; i = inactive; . = not tested or not shown.
# The first 5 records (preview)
SMILES,CHT inh,Kir21 inh
C/C(=N\NC(=O)c1ccccc1F)c1ccccn1,i,-1.1
COCCNC(=O)/C(C#N)=C/c1cccc(NC(=O)c2ccccc2Cl)c1,i,-0.93
COC(=O)c1cn(C)c2ccc(S(=O)(=O)N3CCCC3)cc2c1=O,i,-1.1
COc1ccc(NC(=O)c2ccc(OC(F)F)cc2)cc1Cl,i,0.67
O=C(Cc1cccs1)Nc1cccc(C(=O)Nc2ccco2)c1,i,.

# This part in full (from the top)
SMILES,CHT inh,Kir21 inh
C/C(=N\NC(=O)c1ccccc1F)c1ccccn1,i,-1.1
COCCNC(=O)/C(C#N)=C/c1cccc(NC(=O)c2ccccc2Cl)c1,i,-0.93
COC(=O)c1cn(C)c2ccc(S(=O)(=O)N3CCCC3)cc2c1=O,i,-1.1
COc1ccc(NC(=O)c2ccc(OC(F)F)cc2)cc1Cl,i,0.67
O=C(Cc1cccs1)Nc1cccc(C(=O)Nc2ccco2)c1,i,.
O=C(CN1C(=O)S/C(=C\c2ccc(O)c([N+](=O)[O-])c2)C1=O)Nc1ccc(N2CCOCC2)cc1,i,-0.53
O=C(N/N=C/c1ccc[nH]1)c1cccc([N+](=O)[O-])c1,i,1
COC(=O)C1=C(N)Oc2cc(C)n(Cc3ccccc3)c(=O)c2C1c1ccccc1 (stereo not given),i,-0.25
N#Cc1ccccc1Oc1ccccc1C=O,i,1.3
CN(CC(=O)NCCCc1ccccc1)Cc1ccc(Br)cc1,i,-2.9
CCOc1ccc(NC(=O)CC2C(=O)N(c3ccc(OC)cc3)C(=O)N2CCc2cccs2)cc1 (stereo not given),i,-0.06
CCCNC(=O)CSc1nc2ccc(OCC)cc2s1,i,-0.08
C/C(=N\Nc1ccc(C(F)(F)F)cc1[N+](=O)[O-])C(C)C,i,0.05
O=C(NCC1CCCO1)NC12CC3CC(CC(C3)C1)C2 (stereo not given),i,1
O=S(=O)(c1ccc(-c2ccccc2)cc1)N1CCOCC1,i,0.97
Cc1ccc(-n2ncc3c(=O)n(CC(=O)N4CCN(c5ccccc5)CC4)cnc32)cc1,i,0.82
CC(C)CN1CCN(Cc2ccc(CN3CCCCC3)s2)CC1CCO (stereo not given),i,-0.03
O=C(Nc1ccncc1)c1ccccc1Cl,i,-0.05
COc1cc(NC(=O)COC(=O)CNC(=O)c2cc(C)cc(C)c2)c(C)cc1[N+](=O)[O-],i,-0.41
CCN(CC)C(=O)C(C(=O)c1cccc([N+](=O)[O-])c1)n1cc(Cl)ccc1=O (stereo not given),i,-0.05

# Rewritten with two lines to a compound: part of the list above
# Each structure is followed by: CHT inh	Kir21 inh
- COCCNC(=O)/C(C#N)=C/c1cccc(NC(=O)c2ccccc2Cl)c1
 : i	-0.93
- CC(C)CN1CCN(Cc2ccc(CN3CCCCC3)s2)CC1CCO (stereo not given)
 : i	-0.03
- CCCNC(=O)CSc1nc2ccc(OCC)cc2s1
 : i	-0.08
- CN(CC(=O)NCCCc1ccccc1)Cc1ccc(Br)cc1
 : i	-2.9
- C/C(=N\Nc1ccc(C(F)(F)F)cc1[N+](=O)[O-])C(C)C
 : i	0.05
- COc1ccc(NC(=O)c2ccc(OC(F)F)cc2)cc1Cl
 : i	0.67

# (list continues)
SMILES,CHT inh,Kir21 inh
C#CC(CCN1CCCCC1)(OC)c1ccccc1 (stereo not given),i,-0.05
COc1ccc(CCNC(=O)COC(=O)/C=C/c2cccs2)cc1,i,1.7
CN(C)S(=O)(=O)c1cccc(NC(=O)COC(=O)/C=C/c2ccc3c(c2)OCO3)c1,i,0.23
CC1(C)C(c2ccccc2)=NC(c2ccc(F)cc2)N1O (stereo not given),i,-2.6
Cc1ccc(C)c(S(=O)(=O)N2CCN(CC(=O)Nc3sccc3C#N)CC2)c1,i,0
CCn1cc(CCC(=O)NC(C)c2ccccc2)c2ccccc21 (stereo not given),i,-6.1*
CCOc1ccccc1CNC(=O)c1cn(C)c(=O)c2c1c1ccccc1n2C,i,0.23
CC1CC(C)CN(CCCNC(=O)COc2cc(=O)n(C)c3ccccc23)C1 (stereo not given),i,-1.4
O=C(c1ccc(Cl)cc1)N1CCC(=O)N(C(CO)Cc2ccccc2)CC1 (stereo not given),i,0.19
Cc1occc1C(=O)N/N=C/c1ccc(OCc2ccccc2)cc1,i,-0.35
COc1ccc(C(C#N)N2CCCCC2)cc1OC (stereo not given),i,0.78
CCOCCCN1C(=O)CN(C2CCCCCC2)C(=O)C1c1ccc(OC)cc1 (stereo not given),i,-0.36
NS(=O)(=O)c1ccc(N2C(=O)C3CC=CCC3C2=O)cc1 (stereo not given),i,-1.2
O=C(Nc1ccc(N2CCOCC2)cc1)c1nc2ccccc2s1,i,-1.3
CCOc1cc(NC(=O)c2ccccn2)c(OCC)cc1NC(=O)c1ccccc1,i,-0.98
CCN(CC)C(=O)Nc1c(C)n(C)n(-c2ccccc2)c1=O,i,1.9
Cc1ccc(/C=C/c2ccc(=O)n(Cc3ccccc3Cl)n2)cc1,i,0.11
CCOc1ccc(C2C(C(N)=O)=C(C)Nc3ncnn32)cc1OC (stereo not given),i,0.3
O=C(COc1ccc([N+](=O)[O-])cc1)Nc1cc(C(=O)O)cc(C(=O)O)c1,i,-2.3
CN(/N=C/c1cccnc1)C1=NS(=O)(=O)c2ccccc21,i,0.15
CCOC(=O)N1CCC(Nc2ncnc3c2cnn3-c2ccccc2)CC1,i,-0.32
Cc1ccccc1CS(=O)(=O)c1ccc(C(=O)N2CCC(C)CC2)cc1[N+](=O)[O-],i,-0.01
CCNC(=S)NNC(=O)c1cc(-c2cc(C)ccc2C)nc2ccccc12,i,1.4
O=C(CSc1nnnn1C1CCCCC1)N1CCN(C(=O)c2ccco2)CC1,i,-0.02
CC(C)CCNc1nc(N)c([N+](=O)[O-])c(NCCO)n1,i,-0.43
CCOC(=O)C1CCCN(C(=O)c2ccc(-c3ccc([N+](=O)[O-])cc3)o2)C1 (stereo not given),i,0.52
C[C@H](/C=C/[C@@]1(O)[C@H](C)C[C@H](O)CC1(C)C)O[C@@H]1O[C@H](CO)[C@@H](O)[C@H](O)[C@H]1O,i,-0.01
CCCCCCC[N+](CC)(CC)CCCCc1ccc(Cl)cc1,i,.
COc1cccc(/C=N/NC(=O)CC(=O)NCCc2ccccc2)c1OC,i,-0.17
COCCN(CC(=O)NCc1ccc(OC)cc1)C(=O)CCC(=O)Nc1nccs1,i,-0.08
O=C(Cc1ccccc1F)Nc1nc(-c2ccc(F)cc2)cs1,i,-0.69
NNC(=O)c1ccc(CSc2cccc3cccnc23)cc1,i,0.41
CC(=O)c1ccc(S(=O)(=O)Nc2cccc(-n3cnnn3)c2)cc1,i,0.02
COc1cc(CCC(=O)OCC(=O)NC2CCCC(C)C2C)cc(OC)c1OC (stereo not given),i,-1.1
CCc1cccc(CC)c1NC(=O)COC(=O)CCc1cc(OC)c(OC)c(OC)c1,i,0.94
O=c1oc2ccccc2n1CCCOc1ccccc1,i,-0.44
COc1ccc(-c2nnn(CC(=O)N(CCO)C(C(=O)NC3CCCC3)c3ccncc3)n2)cc1 (stereo not given),i,-0.1
O=[N+]([O-])c1cc(Br)c(O)c(/C=N/Nc2nnnn2-c2cccc3ccccc23)c1,-9.2*,-1.7
COc1cc(OC)c(OC)cc1CCC(C)NC(=O)Cc1ccccc1 (stereo not given),i,-0.32
COC(=O)c1ccc(=O)n(Cc2ccco2)c1,i,-0.4
O=C(COC(=O)c1cccc(S(=O)(=O)NCc2ccccc2)c1)c1ccc2c(c1)OCCO2,i,0.41
COCCNC(=O)C(c1cccs1)N(CCc1ccccc1)C(=O)Cn1nnc2ccccc21 (stereo not given),i,0.87
Cc1ccc(NC(=O)c2cc(-c3cccc(O)c3)on2)cc1C,i,0.98
CN(CC(CC(=O)O)c1ccccc1)S(=O)(=O)c1ccc(Br)cc1 (stereo not given),i,0.3
CCNC(=S)NNC(=O)c1ccccc1OC(F)F,i,-1.2
CC(C)C[C@@H](C(=O)NC1CC1)N1C(=O)N2CCc3c([nH]c4ccccc34)[C@@]2(C)C1=O,i,-0.02
N#CC1(NC(=O)Cn2ncc(Cl)c(Cl)c2=O)CCCCC1,i,1.1
COc1ccc(-c2[nH]ncc2N=Nc2cc(C)cc(C)c2)cc1,i,0.67
C=CCn1c(-c2ccccc2)n[nH]c1=S,i,1.6
COc1ccc(-c2cc(C)nc3c(-c4ccccc4)cnn23)cc1,.,-1.1
COC(=O)[C@H](C)NC(=O)NCc1ccc(S(N)(=O)=O)cc1,i,1.3
O=C(c1ccccc1)N1CCC(CC2CC(c3cccc(Br)c3)=NO2)(C(=O)NCC2CCCCC2)CC1 (stereo not given),i,0.06
Cc1ccc(-c2cc(-c3ccccc3Cl)c(C#N)c(N)n2)o1,i,-1.6
Cc1cccc(CSc2nc3nc(C)cc(C)n3n2)c1,i,0.92
OC(CN1CCN(c2ccccc2)CC1)Cn1c2ccccc2c2ccccc21 (stereo not given),i,-0.05
O=C1C(=O)N(CCCc2ccccc2)c2ccccc21,i,0.98
CCC1(C)CC(C(CC(=O)O)c2ccc(C)cc2)CCO1 (stereo not given),i,-0.02
CC(C(=O)N=c1sc2ccccc2n1C)N1C(=O)C2CC=CCC2C1=O (stereo not given),i,0.78
CC(C)Nc1nc(-c2cccnc2)nc(-c2ccccc2)c1C#N,i,1.1
OCC[C@H]1C[C@@H](O)[C@H](O)[C@@]2(CCCc3ccccc3O2)O1,i,.

# New compounds follow
SMILES,CHT inh,Kir21 inh
COc1cc(C=O)ccc1OCc1c(C)noc1C,i,-0.17
COc1ccc2c(c1OC)C(=O)N(c1ccc3c(c1)CCC3)C2=O,i,-1.4
CCOc1ccc(C(=O)Nc2cccc3cccnc23)cc1,i,1.3
Cc1ccc(S(=O)(=O)N2CCC(C(=O)O)CC2)cc1C(=O)O,i,0.11
CCN1CCN(c2nc(NCCO)c3ccccc3n2)CC1,i,-1.4
O=C(NCc1ccccc1)c1ccc(S(=O)(=O)N2CCCC2)cc1,i,0.94
Cc1ccc(-c2ccc(C#N)c(=O)n2CC(=O)N(C)C)cc1,i,-0.98
CC(=C/c1ccc(C(C)C)cc1)/C=N/NC(=O)c1ccncc1,i,0.65
O=C(c1cccc(S(=O)(=O)N2CCCC2)c1)c1cccc(S(=O)(=O)N2CCCC2)c1,i,-0.91
COc1ccc(S(=O)(=O)NCc2ccccn2)cc1NC(=O)c1ccccc1C,i,-4.4
Cc1ccc2nc(N3CCN(C(=O)c4ccco4)CC3)sc2c1,i,-0.26
Cc1cc(Cl)c2oc(C(=O)N(C)CC3CCOCC3)c(C)c2c1,i,-3
CSc1ccc(CN(C)C(=O)CSCC(=O)Nc2cc(C)on2)cc1,i,-1.8
CC1(C)NC(=O)N(CCCCOc2ccc(Br)cc2Cl)C1=O,i,-3.3
COc1ccc(S(=O)(=O)N(CC(=O)NCc2ccncc2)c2ccc(C)cc2)cc1OC,i,-2.5
O=C(NCn1ccc(=O)[nH]c1=S)c1ccccc1,i,0.27
CCOC(=O)c1csc(NC(=O)CSc2nnnn2-c2ccc(OC)cc2)n1,i,0.02
CCN(CC)S(=O)(=O)c1ccc(-c2nnc(SCC(=O)Nc3ccc4c(c3)OCO4)o2)cc1,i,0.27
O=S(=O)(NCc1cccnc1)c1ccc(Cl)s1,i,0.6
O=C(NC(=S)Nc1ccc2oc(=O)ccc2c1)c1cc2ccccc2o1,i,-0.52
CC(=O)N/N=c1\sc2ccccc2n1C,i,-0.55
CN(C)c1nc(-c2ccccc2)c2cnn(Cc3ccccc3)c2n1,i,-0.39
Cc1ccc(NC(=O)CCSc2ccccn2)cc1,i,-0.18
COc1ccc(NC(=O)C23CC4CC(C2)CC(n2cnc(Br)n2)(C4)C3)c(OC)c1,i,-0.42
COc1cccc(C(C(=O)NC2CCCC2)N(Cc2cccnc2)C(=O)Cc2cccs2)c1 (stereo not given),i,-0.03
CCOc1ccccc1Nc1ncccc1C(=O)N1CCCC1,i,-1.1
Fc1ccccc1N1CCN(c2nc3ccccc3n3nnnc23)CC1,i,-0.04
Cc1ccc(C(=O)OCC(=O)Nc2ccc(S(N)(=O)=O)cc2)c(O)c1,i,0.55
Cc1ccccc1C(=O)NC(=S)Nc1ccc(N2CCOCC2)cc1,i,1.7
Cc1cccc(CN2CCN(c3ccccn3)CC2)c1,i,-0.04
CCOC(=O)C1(Cc2ccccc2)CCCN(Cc2ccccn2)C1 (stereo not given),i,-1.6
O=C(COc1cccnc1[N+](=O)[O-])NCCc1ccc(Cl)cc1Cl,i,-0.54
Cc1ccc(S(=O)(=O)/N=C(\Nc2cccc(C)c2)Nc2nc(C)cc(C)n2)cc1,i,-0.71
CCN(CC)S(=O)(=O)c1ccc(NS(=O)(=O)c2cccc(C)c2)cc1,i,-0.21
CCc1ccccc1NC(=O)c1ccc(NS(C)(=O)=O)cc1,i,0.07
COC(=O)[C@H](Cc1ccccc1)NC(=O)N1CCCCC1C (stereo not given in full),i,-0.45
Cc1ccc(S(=O)(=O)NCCc2nnc3ccc(SCC(=O)Nc4nc5ccccc5s4)nn23)cc1,i,-1
O=C(NN=C1CCCCCCC1)C(=O)NC1CCCCC1,i,0.92
Cc1cc(C(=O)N2CCCC(N3CCN(c4cccc(Cl)c4)CC3)C2)n(C)n1 (stereo not given),i,0.68
O=C(Nc1ccc2c(c1)OCCO2)c1cccc(S(=O)(=O)N2CCCCC2)c1,i,0.38
O=C(Nc1ccccc1)c1c(F)cccc1F,i,-0.37
C=CCOC(=O)/C(=C/c1ccco1)NC(=O)/C=C/c1ccccc1,i,-0.75
CC(=O)c1c(C)[nH]c(C(=O)OCc2ccc([N+](=O)[O-])cc2)c1C,i,0.75
CC(C)(C)n1nc(C2CC2)cc1NC(=O)Nc1ccc(Cl)cc1,i,0.56
